# Assay outcomes (PubChem)
# Candida biofilm – clotrimazole potentiators killing Candida biofilms, primary screen, with clotrimazole, Alamar Blue | C. albicans biofilm + clotrimazole | inhibition, % at 6 µM | actives 0.14% (n = 85,000);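 active = inhibition above 20%; inactive = inhibition below 20%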;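 note: preformed 24 hr biofilms exposed to compound for 48 hr; 0% = biofilm without compound and 100% = blank killed by clotrimazole plus chlorhexidine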
# Smad3 FoxH1 inh – Smad3/FoxH1 peptide binding inhibitors, primary screen, biochemical, TR-FRET. actives 0.29% (n = 88,000). TR-FRET Smad3/Dy647-FoxH1 peptide binding, europium anti-His. inhibition, % at 25 µM. Mothers against decapentaplegic homolog 3 (Homo sapiens), P84022. AID 630, 2007;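 active = compounds that reduce the energy-transfer binding signal between the protein and its labelled peptide by more than half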;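 note: 0% = Smad3 plus labelled peptide maximal FRET and 100% = peptide-only background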
# IL1B cytotox – cytotoxicity in IL-1B stimulated HUVEC, primary screen, cytotoxicity control for IL-1B NFkB translocation project, imaging, Hoechst nuclear count, IL-1B stimulus. HUVEC cell count loss. cell count reduction, % at 2 µM. actives 0.41% (n = 94,000);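 active = cell count reduction more than 3 SD above the screen-wide mean, cut at about 70% in these data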;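 note: normalized per plate to untreated control cells as the no-loss baseline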
# ERb coact inh – inhibitors of ERβ-SRC1 coactivator interaction, primary screen, biochemical, TR-FRET, ERβ LBD, SRC-1 peptide; Estrogen receptor beta (Homo sapiens), Q92731; TR-FRET ER-beta LBD / SRC1-Cy5 peptide binding; receptor agonist-loaded with 1 µM estradiol; inhibition, % at 25.6 µM; actives 1.3% (n = 86,000); AID 633, 2007;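 active = compounds whose percent inhibition of the receptor-coactivator binding signal exceeds about 50% in the single-dose screen, limit read from the data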;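 note: 0% = receptor plus peptide wells without compound and 100% = peptide-only wells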
# Target sequence (Q92731 whole entry, looked up, the tested form may be a part): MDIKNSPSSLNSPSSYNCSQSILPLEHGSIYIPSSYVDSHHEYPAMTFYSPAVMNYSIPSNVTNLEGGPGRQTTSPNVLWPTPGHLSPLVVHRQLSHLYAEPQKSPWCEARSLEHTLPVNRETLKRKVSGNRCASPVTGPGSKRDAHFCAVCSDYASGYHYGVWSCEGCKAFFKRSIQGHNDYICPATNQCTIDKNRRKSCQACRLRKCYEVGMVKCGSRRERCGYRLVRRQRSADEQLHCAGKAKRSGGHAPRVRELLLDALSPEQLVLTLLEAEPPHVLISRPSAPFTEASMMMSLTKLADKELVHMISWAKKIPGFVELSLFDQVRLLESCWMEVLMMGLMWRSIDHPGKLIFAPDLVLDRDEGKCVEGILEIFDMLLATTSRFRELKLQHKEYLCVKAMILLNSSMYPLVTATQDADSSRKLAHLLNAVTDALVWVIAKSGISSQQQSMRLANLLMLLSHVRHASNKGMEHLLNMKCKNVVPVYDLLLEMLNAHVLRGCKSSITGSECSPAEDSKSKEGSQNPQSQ
# VCAM1 TNFa inh – inhibitors of TNFa-induced VCAM1 expression, primary screen, imaging, HUVEC, TNFa stimulus, immunofluorescence | HUVEC TNFa-induced VCAM-1 immunofluorescence, high-content imaging | actives 0.48% (n = 95,000) | inhibition, % at 2 µM;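 active = inhibition above the batch mean plus 3 SD, with images confirmed as a hit by eye, cut at about 37% in these data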;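 note: 0% = TNF-stimulated DMSO wells and 100% = unstimulated control wells; not every result past the cut was called active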
# TNFa cytotox – cytotoxicity in TNFa-stimulated HUVEC, primary screen, cytotoxicity control for VCAM1 expression modulator project, imaging, Hoechst nuclei count | HUVEC TNFalpha-stimulated, Hoechst cell count | cell count reduction, % at 2 µM | actives 0.17% (n = 93,000);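 active = cell count reduction exceeding the screen mean by over 5 SD, scaled to untreated wells per plate, cut at about 78% in these data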;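 note: cells counted after 24 h of TNF alpha exposure following the 1 h pretreatment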
# sEH inh – soluble epoxide hydrolase inhibitors, primary screen, biochemical, human sEH; Bifunctional epoxide hydrolase 2 (Homo sapiens), P34913; recombinant human sEH enzymatic activity assay; inhibition, % at 2 µM; actives 0.34% (n = 91,000); AID 707, 2007; in the data active = inhibition above about 80%; note: values of inactives mirror those of a sister screen read the other way; many of its hits are not listed in these tables
# Target sequence (P34913 whole entry, looked up): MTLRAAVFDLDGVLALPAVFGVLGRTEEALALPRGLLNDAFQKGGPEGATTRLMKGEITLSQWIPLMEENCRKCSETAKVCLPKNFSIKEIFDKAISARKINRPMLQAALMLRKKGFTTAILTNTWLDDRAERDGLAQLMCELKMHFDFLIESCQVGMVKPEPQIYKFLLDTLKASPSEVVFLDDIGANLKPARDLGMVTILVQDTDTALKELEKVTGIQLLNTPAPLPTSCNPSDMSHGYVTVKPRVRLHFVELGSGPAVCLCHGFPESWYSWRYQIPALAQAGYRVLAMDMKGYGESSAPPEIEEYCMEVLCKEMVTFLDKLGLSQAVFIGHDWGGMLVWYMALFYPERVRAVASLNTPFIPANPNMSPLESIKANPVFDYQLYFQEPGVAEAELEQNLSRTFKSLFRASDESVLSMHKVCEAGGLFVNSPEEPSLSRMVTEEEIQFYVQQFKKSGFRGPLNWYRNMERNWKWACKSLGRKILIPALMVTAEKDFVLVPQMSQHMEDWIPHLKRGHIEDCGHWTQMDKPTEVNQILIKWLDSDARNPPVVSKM
# cytoskel mod – modifiers of F-actin cytoskeleton organization, primary screen, imaging, HUVEC, phalloidin staining, high-content imaging. HUVEC TNFa F-actin phalloidin imaging. inhibition, % at 2 µM. actives 0.18% (n = 91,000). AID 836, 2007;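 active = inhibition above the batch mean plus 3 SD and confirmed as a hit by visual image inspection, cut at about 30% in these data, passing the limit was not always enough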; note: strong numbers were not always called active
# sEH act – soluble epoxide hydrolase activators, primary screen, biochemical, human sEH; actives 0.04% (n = 91,000); purified human sEH enzymatic activity, activator screen; Bifunctional epoxide hydrolase 2 (Homo sapiens), P34913; activation, % at 2 µM; AID 717, 2007; in the data active = activation above about 37%; note: values of inactives mirror those of a sister screen read the other way
# Starred values were filed as active, the others as inactive; / = no result given; [ ] = remark or other dose. Not all compounds are listed; rates above refer to the full screens.
SMILES,Candida biofilm,Smad3 FoxH1 inh,IL1B cytotox,ERb coact inh,VCAM1 TNFa inh,TNFa cytotox,sEH inh,cytoskel mod,sEH act
Nc1nnc(SCc2ccc(Cl)cc2)s1,7,3,2,-2,18,-14,-1,4,4
N#C/C(=C1\C(=O)Nc2c(Cl)cc(Cl)cc21)c1nnc2n1CCCCC2,2,9,-3,-10,10,-9,-9,-12,9
C=CCSc1nc2ccccc2[nH]1,5,13[fluorescence artefact?],1,-3,-19,-15,-7,5,8
CC(c1ccccc1C(O)c1ccccc1)N(C)C (stereo unspecified),/,/,-14,/,13,-18,9,-6,-7
Cc1ccc(C(C)C)c(OCCN(C)C)c1,2,4,-12,0,-9,21,-3,/,1
CC1(C)C(c2ccco2)=[N+]([O-])C2(CCCCC2=O)N1O (stereo unspecified),-6,-7,-34,4[fluorescence artefact?],11,-31,-4,2,6
COc1ccc(CNC(=S)Nc2ccccc2C)cc1,-1,-7,-2,-8,1,-47,14,17,-12
COc1cc(NC(=O)c2c(F)c(F)c(F)c(F)c2F)c(OC)cc1Cl,3,-5,-36,-4,10,-7,1,-2,2
COc1ccc(CC(=O)OCn2nnc3ccccc3c2=O)cc1,5,2[fluorescence artefact?],-17,-6,10,3,5,6,-6
COC(=O)CSc1nc(C)c2ccc(OC)cc2n1,5,2,5,-1,16,6,3,13,2
CC(CC#CCN1CCOCC1)OCCC#N (stereo unspecified),11,15[fluorescence artefact?],0,-5[fluorescence artefact?],-12,-19,7,0,-7
C=C1c2cc(OC)ccc2NC(=O)N1CC,-1,-8,-10,-10[fluorescence artefact?],29,-6,-2,-11,4
c1ccc(-c2nnc3ccc(N4CCC5(CC4)OCCO5)nn23)cc1,8,8,-2,-29,6,3,0,44,-2
N#Cc1nc(-c2ccco2)oc1N1CCN(Cc2ccccc2)CC1,-1,-22,-32,-5[fluorescence artefact?],-8,-39,0,-2,-1
C/C(CC(=O)Nc1ccccn1)=N\NC(=O)C(=O)Nc1cccc(Cl)c1C,/,/,-67,/,-11,-24,-4,8,2
O=C(c1ccc(F)cc1)N1CCC(O)(c2cccnc2)CC1,9,-5,18,1[fluorescence artefact?],-7,-61,1,12,-2
O=C(c1ccc(F)cc1)N1CCN(C(=O)c2cccnc2)CC1,11,0,6,-15,-2,-9,-4,6,3
C=CCNC(=S)NNC(=O)C(CCC(C)C)CC(C)(C)O (stereo unspecified),-3,-10,-4,-3,6,-18,10,15,-7
C=C(C)c1cccc(C(C)(C)NC(=O)N2CCN(CC(N)=O)CC2)c1,0,-12,-25,-22,20,-38,7,16,-3
COc1ccccc1NC(=O)CN(Cc1ccco1)C(=O)c1ccc(-n2nc(C)cc2C)cc1,-3,-10,6,10,22,-10,-9,-16,8
CCCn1c(=O)n(C)c(=O)c2c(SCc3cc(C(C)=O)ccc3OCC)nc(C3CC3)nc21,/,/,-36,/,10,-8,2,4,-2
COc1ccccc1N1C(=O)CCC1(C#N)c1ccccc1 (stereo unspecified),6,3[fluorescence artefact?],-12,4,8,-4,-8,2,8
Cc1nnc(-c2cnn(C)c2N)n1Cc1ccccc1F,-3,3,4,-4[fluorescence artefact?],-5,-1,8,-7,-8
CCOC(=O)Cc1csc(NC(=O)c2ccc3c(c2)OCO3)n1,8,-8,3,3[fluorescence artefact?],16,-5,12,8,-9

# A draw from above in order of molar mass, descending:
SMILES,Candida biofilm,Smad3 FoxH1 inh,IL1B cytotox,ERb coact inh,VCAM1 TNFa inh,TNFa cytotox,sEH inh,cytoskel mod,sEH act
CCCn1c(=O)n(C)c(=O)c2c(SCc3cc(C(C)=O)ccc3OCC)nc(C3CC3)nc21,/,/,-36,/,10,-8,2,4,-2
c1ccc(-c2nnc3ccc(N4CCC5(CC4)OCCO5)nn23)cc1,8,8,-2,-29,6,3,0,44,-2
C=CCNC(=S)NNC(=O)C(CCC(C)C)CC(C)(C)O (stereo unspecified),-3,-10,-4,-3,6,-18,10,15,-7
O=C(c1ccc(F)cc1)N1CCC(O)(c2cccnc2)CC1,9,-5,18,1[fluorescence artefact?],-7,-61,1,12,-2

# (further entries)
SMILES,Candida biofilm,Smad3 FoxH1 inh,IL1B cytotox,ERb coact inh,VCAM1 TNFa inh,TNFa cytotox,sEH inh,cytoskel mod,sEH act
CCOC(=O)c1cc(-c2ccc(C)cc2)n(CC(=O)NCc2ccco2)c1C,4,-5[fluorescence artefact?],-15,1[fluorescence artefact?],0,-58,14,2,-15
Cc1sc2ncnc(N(C)Cc3ccco3)c2c1C,7,-1,-110,-3,2,-8,-7,6,5
CCN(CC)C(=O)CSc1nc2ccccc2c(=O)n1OC(C)C,-2,10,16,1,10,-11,-1,1,3
COc1cccc(NC(=O)CC2COc3ccccc3O2)c1 (stereo unspecified),4,-3,-13,0[fluorescence artefact?],10,-18,28,/,-31
O=C(O)CCS(=O)(=O)c1nc(-c2cccs2)cc(C(F)(F)F)n1,1,-10,-9,-11,-12,-18,-9,/,7
O=C(CSc1nc2sc3c(c2c(=O)[nH]1)CCCC3)NCCO,/,/,24,/,9,-27,5,4,-5
COc1ccc2c(C)c(Cl)c(=O)oc2c1,6,-1,-1,1,-13,7,12,-15,-12
COC(=O)C(C(=O)OC)C(C(C)C)C(C(=O)OC)C(=O)OC,-3,-10,-1,-4,3,0,9,2,-8
O=C1NC2(CCCCC2)Cc2ccccc21,5,6,-115,-4,-20,-32,7,-5,-5
CN(C)CCCN1C(=O)C(=O)/C(=C(/O)c2ccc3c(c2)OCO3)C1c1ccco1 (stereo unspecified),10,-7,-2,15[fluorescence artefact?],7,-4,2,-6,-1
Cc1cc(NC(=O)Cn2c(=O)c3c(ncn3CCC(C)C)n(Cc3ccccc3)c2=O)no1,4,5,-17,2,7,-31,12,8,-11
Cc1cccc(Nc2ccccc2C(=O)OCC(=O)NCc2ccco2)c1C,/,/,-2,/,23,46,14,12,-14
CC(C)OCCCNC(=O)C1CCC(=O)N1C(C)C (stereo unspecified),-2,-5,18,-3[fluorescence artefact?],0,-4,1,20,-2
Cc1ccc(-c2csc(N(CCCN3CCOCC3)C(=O)c3ccco3)n2)cc1,-2,-7,-17,-7,-5,-13,-10,24,10
COc1ccc(OCCN2C(=O)NC(C)(c3ccc(C)cc3)C2=O)cc1 (stereo unspecified),2,-5,22,-19,10,37,5,15,-2
CCOCCOC(=O)C1=C(C)NC2=C(C(=O)CC(c3cccs3)C2)C1c1ccsc1 (stereo unspecified),6,4,-22,26,12,-33,/,8,/
CCOC(=O)c1cnn(-c2ccccc2)c1-n1cccc1,-1,-3,39,3,5,-15,11,4,-11
O=C(NCC1CCCO1)Nc1cccc(Cl)c1 (stereo unspecified),7,5,-4,-1,10,2,21,-18,-21
c1coc(-c2nc(-c3ccco3)c(-c3ccco3)nc2-c2ccco2)c1,8,18,7,85*[fluorescence artefact?],1,20,/,1,/
CCn1c(CNc2ccc(F)cc2)nnc1SCC(=O)Nc1ccc(OC)cc1OC,8,18,12,-8,10,-29,-14,44,18
CCc1cc2c(=O)c(-c3nc4ccccc4n3C)c(COCC(=O)O)oc2cc1O,/,/,-7,/,17,1,1,-8,-1
COCCn1c(C)cc(C(=O)CSc2ccc(NC(C)=O)cc2)c1C,9,2,-14,21,-14,-36,10,-5,-10
CCc1nnc(NC(=O)CSc2nnc(Cc3ccccc3)n2-c2ccccc2)s1,15,0,-104,-1,-19,-6,-10,12,12
Cc1ccc(CC(=O)Nc2nc3c(s2)CCCC3)cc1,0,-3,-8,-2,10,-9,11,-9,-11
CCCCNC(=S)Nc1ccccc1F,/,/,90*,/,2,-22,20,-4,-21
Cc1ccc(C(=O)Nc2ccccc2OC(F)F)cc1,0,8,-10,-14,2,3,4,-5,-4
Fc1ccc(CNc2nc3ccccc3n3cnnc23)cc1,5,10,6,1,1,-20,-8,5,7
COc1ccccc1NC(=O)N1CCCC1C(=O)NCc1ccc2c(c1)OCO2 (stereo unspecified),0,-10,-15,-12,-14,18,6,-24,-6
Cc1ccccc1CSc1nnc(-c2ccco2)n1Cc1ccco1,4,4,-2,11[fluorescence artefact?],-40,-5,-11,-12,13
O=C(Cc1ccccc1)NCC1COc2ccccc2O1 (stereo unspecified),2,13[fluorescence artefact?],-15,0,5,-10,12,-1,-12
O=c1c(C(c2ccccc2)c2c(O)nc3n(c2=O)CCCS3)c(O)nc2n1CCCS2,-2,2,-7,-4,-3,2,7,-2,-3
COc1ccccc1NC(=O)C1=C(C)N(c2ccccc2)C(=S)NC1c1cccc(C(F)(F)F)c1 (stereo unspecified),/,/,-3,/,-6,-6,6,2,-8
CCOC(=O)c1[nH]c2ccc(F)cc2c1N=C(C)N(CC)CC,8,-6,/,7[fluorescence artefact?],8,-10,/,-13,/
CN1CCN(CC(=O)NC2CCCCC2)CC1,5,9,-1,-6,-22,-6,7,-18,-7
Cc1cc2ncn(N)c2cc1C,6,0,-5,-1,20,2,-6,-3,4
COc1ccc(CN(CCCN2CCOCC2)C(=O)Nc2ccccc2)cc1OC,5,-1[fluorescence artefact?],-15,-19,4,-22,/,-4,/
COC(=O)Cc1c(C)c2ccc(OCC(=O)N3CCOCC3)cc2oc1=O,3,-6,-103,2,18,-1,-5,1,0
Cc1cccc(-n2c(CCn3nc(C)c([N+](=O)[O-])c3C)n[nH]c2=S)c1,/,/,10,/,11,0,9,-10,-7
CN1CCN(CC(O)c2ccccc2)CC1 (stereo unspecified),/,/,-12,/,0,-11,0,10,3
O=C(CN1CCN(c2nc(-c3ccc(F)cc3)cs2)CC1)Nc1ccc2c(c1)OCO2,5,5,-2,-9,88*,13,/,1,/
COc1ccc(C(=O)NCCc2cn3ccc(C)cc3n2)cc1,3,-4,17,-12,9,-19,-4,-14,3
COC(=O)c1ccc(Sc2ccc(F)cc2)c(N)c1,2,4,-13,1,-4,-9,-10,1,7
O=C(Cn1cnc2c(nnn2Cc2ccc(Cl)cc2)c1=O)NCc1ccco1,11,9[fluorescence artefact?],-6,21,15,-2,-4,14,2
NC(=O)CS(=O)(=O)c1nc2ccccc2n1CC(=O)N1CCCCC1,10,-2,-19,5,12,6,4,1,-3
CC1Oc2ccccc2N(CC(=O)NCCc2ccccc2)C1=O (stereo unspecified),/,/,-11,/,17,-23,7,19,-8
CCOc1cc(C(=O)N2CCN(C/C=C/c3ccccc3)CC2)cc(OCC)c1OCC,14,-10,16,2,1,-5,0,13,4
CC1CN(C(=O)Cc2ccc(-c3ccccc3)cc2)CC(C)O1 (stereo unspecified),2,-10,-37,1,17,-4,0,8,3
CC(C)C(C(=O)Nc1ccc(N2CCOCC2)cc1)N1C(=O)c2ccccc2C1=O (stereo unspecified),9,4,26,13,-20,-4,/,-23,/
Cc1cc2nc(SC(C)C(=O)O)[nH]c2cc1C (stereo unspecified),-5,-16[fluorescence artefact?],5,17[fluorescence artefact?],7,18,-10,2,9
COC(=O)C1C(=O)c2c([nH]c(C(=O)OC3CCCC3)c2C)CC1C (stereo unspecified),8,0,9,-9,1,9,7,-11,-9
COc1ccc(C(=O)/C(C)=N/O)cc1OC,14,0,-18,-4,5,-30,-2,13,2
